Screening data (PubChem)
NCI-60 one-dose screen, 48 h, at 10 µM unless noted. Numbers give growth in % (100 = growth as untreated, 0 = no growth, -100 = all killed).
CCRF-CEM = CCRF-CEM leukemia; 77,000 tested, 7% active; AID 1794778
EKVX = EKVX NSCLC; 71,000 tested, 3% active
MOLT-4 = MOLT-4 leukemia cells; 80,000 tested, 6.9% active; AID 1794779
HOP-62 = HOP-62 NSCLC | AID 1794735 | 80,000 tested, 3.9% active
RPMI-8226 = RPMI-8226 leukemia cells | 77,000 tested, 7.5% active | AID 1794781
A549/ATCC = A549/ATCC NSCLC | 81,000 tested, 3.7% active
HOP-92 = HOP-92 NSCLC cells | 71,000 tested, 6.3% active | AID 1794738
SR = SR leukemia cells; 73,000 tested, 8.7% active; AID 1794780
* marks the source's active call; other numbers are inactive results; x = not tested or not shown; & = joins results of further samples; ! = not confirmed by another sample. The calls were made as follows: active = growth percent below 10; inactive = the rest. Hits appear at their usual frequency; overall some 12% were active at least once.

A first look, 3 compounds:
SMILES	CCRF-CEM	EKVX	MOLT-4	HOP-62	RPMI-8226	A549/ATCC	HOP-92	SR
COc1ccc(C2=C(CN)C(O)NC(=NCC(=O)c3ccc(CN)cc3)N2)cc1 (stereo not given)	98	102	95	92	109	99	106	99
Cn1nc(N)c(C(=O)NN)c1Nc1ccccc1	103	96	116	92	104	98	124	118
CN(C)c1ccc(C2Nc3ccccc3-n3cccc32)cc1 (stereo not given)	109	88	104	107	80	98	90	x

This part in full, repeating the preview:
SMILES	CCRF-CEM	EKVX	MOLT-4	HOP-62	RPMI-8226	A549/ATCC	HOP-92	SR
COc1ccc(C2=C(CN)C(O)NC(=NCC(=O)c3ccc(CN)cc3)N2)cc1 (stereo not given)	98	102	95	92	109	99	106	99
Cn1nc(N)c(C(=O)NN)c1Nc1ccccc1	103	96	116	92	104	98	124	118
CN(C)c1ccc(C2Nc3ccccc3-n3cccc32)cc1 (stereo not given)	109	88	104	107	80	98	90	x
O=C(Nc1ccc(/C=C2\SC(=O)N(Cc3ccc(OC(F)(F)F)cc3)C2=O)cc1)c1ccc(Cl)c([N+](=O)[O-])c1	77	91	78	58	-11*	85	86	-0.1*
O=C(Cc1ccccc1Nc1c(Cl)cccc1Cl)N/N=C/c1sc(=S)n(-c2ccc(F)cc2)c1O	107	x	88	107	93	101	102	84
CN1N=C2c3cn(Cc4ccccc4)cc3CCC2C1=O (stereo not given)	104	107	101	139	111	107	62	91
O=C1CC(c2nc3ccccc3s2)CN1c1ccccc1 (stereo not given)	107	x	97	98	101	95	84	95
CC(O)C(N)C(=O)O (stereo not given)	x	x	110	107	104	101	88	108
CCn1c2ccc(O)cc2c2c(C)c3c[n+](CCCCCC#N)ccc3c(C)c21	x	81	78	x	x	74	x	61
N#Cc1cccc(-c2nc(N3CCOCC3)c3c4c(sc3n2)CCCC4)c1	105	92	91	72	109	82	90	91
O=[N+]([O-])c1ccc(NCc2ccccc2)nc1	91	94	101	109	92	96	81	x
COC(=O)C1=C(C)NC(C)=C(C(=O)OC(C)C)C1c1cccc(C#N)c1 (stereo not given)	104	98	83	100	104	99	118	92
O=c1oc2ccc(-c3ccc(F)cc3F)cc2c(=O)n1-c1ccc(F)cc1	1.3*	4.3*	-32*	-21*	-27*	18	-24*	x
Cc1cc(O)c(Br)cc1C	103	x	119	105	105	101	130	x
O=C1Nc2ccc(Cl)cc2/C1=C/c1ccc(OCc2ccc(Br)cc2F)cc1	43&94	41&98	63&99	5.1*!	45&96	34&102	11&95	97
Cc1cn(-c2cccc(C(=O)Nc3cccc(-n4ccc5c(N)ncnc54)c3)c2)cn1	28	105	48	89	10	43	59	77
O=C1Nc2ccccc2/C1=C/c1ccc(Cl)s1	95	70	98	85	95	100	69	115
Nc1nc(Nc2cccc(F)c2)c2c(n1)C(=O)NCC2	106	102	109	126	104	114	x	105
O=C(N/N=C\c1ccc(Cl)c(Cl)c1)N/N=C/c1ccc(Cl)c(Cl)c1	96	112	103	91	100	104	98	103
COc1cc(-c2cc(-c3ccc(Cl)cc3)nc(N3CCOCC3)c2C#N)cc(OC)c1OC	80	83	73	104	31	74	54	x
O=S(=O)(Oc1ccc(-c2ccc(Br)cc2)cc1)c1ccccc1	x	84	83	126	78	98	110	89
COc1ccccc1S(=O)(=O)Nc1ccc2c3c(cc(NCCC4CCN(C)CC4)nc13)C(=O)N2C	77	84	72	65	55	77	68	55
COCC(N)=O	x	109	99	95	103	104	94	98
COC(=O)/C=C1\SC(=Nc2ccc(F)cc2)N(CCc2c[nH]c3ccccc23)C1=O	68	93	76	104	94	79	106	85
N=c1c2cc(-c3ccccc3)oc2ncn1/N=C/c1ccc(N2CCOCC2)cc1	98	93	100	103	108	98	85	92
CC(C)Cn1cnc2c(N)nc3ccccc3c21	97&94&98	90&88&98	99&93&79	93&104	101&97&95	100&100&103	65&98&92	88&110&89
CCCCCCCCCCCCNP(=S)(NCCCCCCCCCCCC)NCCCCCCCCCCCC	103	x	112	x	105	100	99	101
O=[N+]([O-])c1ccc(-c2ccc([N+](=O)[O-])cc2)cc1	97	113	96	96	97	100	97	99
O=C(O)/C=C/C(=O)Nc1ccc(Oc2ccc(Cl)cc2)cc1	87	106	89	97	99	107	94	99
C=CCc1cc(Nc2c3ccc(Cl)cc3nc3ccc(OC)cc23)cc(CN(CC)CC)c1O	5.1*	0.4*	-20*	9.4*	-26*	13	-20*	-20*
O=C1c2cccc3cccc(c23)C(=O)N1c1ccc([N+](=O)[O-])cc1[N+](=O)[O-]	103	94	111	x	103	97	98	107
CC1(C)CC[C@]2(C(=O)O)CC[C@]3(C)C(=CC[C@@H]4[C@@]5(C)C/C(=C/O)C(=O)C(C)(C)[C@@H]5CC[C@]43C)[C@@H]2C1	16	89	7.8*	73	13	89	89	36
CC(C)(NC(=O)OC1CCCN(C(=O)CN)C1)c1csc(-c2ccc(F)cc2)n1 (stereo not given)	98	99	95	100	102	91	x	106
CSc1nc(N)cc(Cl)n1	102	104	76	87	89	72	91	94
OCC[C@@H]1C[C@H]1c1cc2ccccc2o1	100	98	98	99	104	94	91	130
CC(O)CC(C)CO (stereo not given)	96	127	94	105	99	108	91	95
Cc1[nH]nc(C(=O)O)c1[N+](=O)[O-]	98	x	111	92	93	103	91	98
C#CCOc1ccccc1C(Nc1ccccc1)c1nnnn1C1CCCCC1 (stereo not given)	93	96	88	103	90	96	103	98
O=C(O)CN1C(=O)S/C(=C\C(Cl)=C\c2ccccc2)C1=O	98	99	107	110	x	106	104	99
CC/C(=C(\CC)c1ccc(OC(=O)C(C)(C)C)cc1)c1ccc(OC(=O)C(C)(C)C)cc1	80	104	98	106	99	99	x	83
NC(=O)c1ccc(Cn2cc(CSc3nc4ccccc4s3)nn2)cc1	99	103	90	86	102	97	112	97
NC1=NC2(CCCCC2)N=C(Nc2ccc(S(N)(=O)=O)cc2)N1	101	92	87	102	103	106	108	85
COc1ccc(-c2nnc(SCC(=O)Nc3ccc(C(=O)/C=C/c4ccccc4)cc3)n2-c2ccccc2)cc1	93	102	107	93	92	78	102	71
O=c1cc(Cl)nc2ccccn12	119	102	106	103	114	107	94	x
Brc1cc(Br)cc(CN2CCOCC2)c1	93	x	92	95	97	x	x	91
Nc1n[nH]c2cccc(C#Cc3cccc(C(=O)Nc4cccc(C(F)(F)F)c4)c3)c12	32	90	39	68	59	78	59	72
C#CCOC(=O)C(N)C(C)O (stereo not given)	98	105	119	95	99	93	102	101
CCCCc1nc(Cl)c(C2CC(c3ccc(OC)cc3)=NN2C=O)[nH]1 (stereo not given)	95	90	75	95	92	91	85	96
c1ccc2nc(N3CCOCC3)c(N3CCCCC3)nc2c1	94	98	96	94	97	97	84	90
NS(=O)(=O)c1ccc(CCn2c(=O)c3ccccc3c3ccccc3c2=O)cc1	98	101	106	95	106	99	98	95

One compound at a time, from the list above. Order of screens: CCRF-CEM, EKVX, MOLT-4, HOP-62, RPMI-8226, A549/ATCC, HOP-92, SR
O=C(N/N=C\c1ccc(Cl)c(Cl)c1)N/N=C/c1ccc(Cl)c(Cl)c1 across the screens: 96, 112, 103, 91, 100, 104, 98, 103
CN(C)c1ccc(C2Nc3ccccc3-n3cccc32)cc1 (stereo not given) across the screens: 109, 88, 104, 107, 80, 98, 90, x
O=C(O)CN1C(=O)S/C(=C\C(Cl)=C\c2ccccc2)C1=O across the screens: 98, 99, 107, 110, x, 106, 104, 99

Next part:
SMILES	CCRF-CEM	EKVX	MOLT-4	HOP-62	RPMI-8226	A549/ATCC	HOP-92	SR
Cn1c(=O)c2[nH]c(SCC(=O)c3ccc(Cl)cc3)nc2n(C)c1=O	94	94	105	102	101	105	58	114
COc1cc2oc(-c3cccc(NC(=O)[C@@H](NC(=O)[C@@H](N)C(C)C)C(C)C)c3)cc(=O)c2c(OC)c1OC	101	98	90	103	110	89	99	x
NS(=O)(=O)c1ccc(C(=O)N2N=C(c3ccccc3)CC2c2ccccc2O)cc1 (stereo not given)	109	94	101	102	104	95	108	108
COc1cc(C(N)=O)cc(OC)c1OC	103	102	84	100	106	x	x	93
Cc1ccc(C(=O)CSC2=NCCN2)cc1Cl	81	x	69	77	111	x	x	72
CCc1c(-c2cc3c(cn2)CCCC3)[nH]c2ccccc12	120	132	116	106	125	94	94	118
Cc1cc(C)cc(O)c1	93	117	106	107	106	95	67	96
Cc1ccccc1-[n+]1noc(N)n1	x	79	88	90	87	98	x	x
Cc1cc(C)c2c(Nc3ncnc4c3sc3nc(C)cc(C)c34)csc2n1	88	x	74	101	95	56	136	x
COc1ccc(-c2cc(NC(=O)Nc3cccc(C)c3)no2)cc1	96	94	89	102	85	98	99	x
CCCCCN(CCCCC)C(=O)CCC	38	105	104	110	103	113	93	108
O=C(Nc1cccc(Cn2c(=O)[nH]c3ccc(Oc4ncccn4)cc3c2=O)c1)c1ccc([N+](=O)[O-])cc1	82	84	61	106	61	87	x	60
Cc1ccc(CSc2nc(-c3ccc(Cl)cc3)c(C#N)c(=O)[nH]2)cc1	108	102	109	100	107	108	107	115
Cc1c2c(c(C)c3c1oc1ccc(O)cc13)C(=O)N(Cc1ccccc1)C2=O	90	92	62	94	89	81	95	67
OC1COC(c2ccccc2)OC1C1OC(c2ccccc2)OC2COC(c3ccccc3)OC21 (stereo not given)	x	x	95	61	97	99	105	80
CN1CCc2c(Cc3ccc(C(=O)NO)cc3)c3ccccc3n2C1	42	x	63	107	29	81	x	76
O=C(Nc1ccccc1)Oc1cccc2cccnc12	7.2*	82	55	100	76	93	x	48
COC(=O)Cc1cccnc1	113	147	126	135	130	113	124	x
CC(CCC(=O)O)C1CCC2C3CC(=O)C4CC(=O)CCC4(C)C3CCC12C (stereo not given)	101	101	115	94	102	91	86	105
Cc1ccc2c(c1)-c1cc3c(O)[nH]c(=S)n3c(=O)c1=N2	97	97	98	96	106	101	89	114

Some entries already given, reduced to HOP-62 and HOP-92:
compound | HOP-62 | HOP-92
O=C(Nc1ccccc1)Oc1cccc2cccnc12 | 100 | x
COC(=O)Cc1cccnc1 | 135 | 124
CC(CCC(=O)O)C1CCC2C3CC(=O)C4CC(=O)CCC4(C)C3CCC12C (stereo not given) | 94 | 86

(next part)
SMILES	CCRF-CEM	EKVX	MOLT-4	HOP-62	RPMI-8226	A549/ATCC	HOP-92	SR
O=[N+]([O-])c1ccccc1NCc1c(O)ccc2ccccc12	94	92	106	83	54	93	93	91
O=C(O)c1ccnc(Cl)c1	94	97	114	101	106	92	108	109
O=Nc1ccc(-[n+]2ccccc2)c([N+](=O)[O-])c1	95	x	105	101	100	104	x	99
C/C(=N/N=C(N)N)c1ccc(N)cc1	124	119	109	92	190	103	x	49
CCCCCCCCN=C(NCCCCCCCC)SCc1cccc2ccccc12	-2.2*	-66*	-11*	-98*	-42*	-76*	x	-35*
CCc1ccc(C(=O)NNC(=O)Cc2coc3cc(OC)ccc23)cc1	93	93	88	94	92	x	77	43
O=C(/C=C/c1cn(-c2ccccc2)nc1-c1ccccc1)OCc1cn(-c2ccc([N+](=O)[O-])cc2)nn1	84	90	82	50	77	53	x	90
CCN(CC)c1ccc(C=O)c(OCc2cn(CC(=O)Nc3ccccc3Br)nn2)c1	102	102	93	107	106	103	102	80
Cc1ccc(NCC(=O)Nc2ncc(Cc3ccc(Cl)cc3Cl)s2)cc1C	86	100	95	74	102	62	94	71
N#Cc1ccc(OC(=O)Nc2c(Cl)cc(Cl)cc2Cl)cc1	99	107	111	103	107	96	99	101
CN(C)c1ccc(Nc2c3ccccc3nc3cc(NC(=O)CCN4CCCC4)ccc23)cc1	-15*	10.0*	-8.9*	-8.6*	-35*	-34*	-9.5*	-19*
CCNc1nnc(COc2ccc3c(C)c(C)c(=O)oc3c2)s1	87	x	91	100	43	91	71	92
O=[N+]([O-])c1ccc(S(=O)(=O)Nc2ccc(-c3ccccc3)cc2)cc1	95	115	92	102	93	92	x	94
CC/C(=C(/c1ccc(OCCN(C)C)cc1)c1ccc(OC(=O)CCCCC(=O)c2c(C)[nH]c(/C=C3\N=C(c4ccc[nH]4)C=C3OC)c2C)cc1)c1ccccc1	10.0*	x	27	78	25	52	x	45
Oc1ccc2c(c1)CCc1ccccc1-2	97	x	103	83	105	98	97	104
CCCC(=O)NNc1[nH]c(-c2cc(OC)c(OC)c(OC)c2)cc1C(=O)OCC	9.4*	103	1.1*	x	101	115	85	68
COc1ccc(C(=S)N2CCN(c3ccccc3)CC2)cc1OC	99	115	84	106	105	93	100	x
N#CC1=C(N)Oc2c(cnn2-c2ccc([N+](=O)[O-])cc2[N+](=O)[O-])C1c1ccc(N2CCCCC2)cc1 (stereo not given)	99	78	87	84	79	106	58	78
Cc1cc(C)c2c(-c3cc(-c4ccc(N(C)C)cc4)c(C#N)c(N)n3)cc(C(=O)c3ccc(Br)cc3)n2c1	99	101	85	100	91	96	108	88
C[C@]12CCC3c4ccc(O)cc4CCC3C1CCC2=O (stereo not given in full)	74	73	75	97	97	x	102	90
CCCCNC(=S)NS(=O)(=O)c1ccc(CCN2C(=O)/C(=C/c3ccc(OC)c(OC)c3)N=C2C)cc1	92	85	86	90	82	104	92	89
COc1ccc(NC(=O)COC(=O)c2ccc(C)s2)cc1S(=O)(=O)N1CCCCC1	91	107	88	92	84	90	90	89
CCCCC1CCCCN1C(=O)OCC (stereo not given)	108	122	115	103	118	95	89	x
Oc1c(Cl)cc(Cl)c2ccc(Cn3cc(-c4cc(F)cc(F)c4)nn3)nc12	4.6*	85	17	99	5.1*	102	29	-22*
O=C1/C(=C/c2ccc(-c3cccc(C(F)(F)F)c3)o2)SC(=S)N1CCc1ccc(O)cc1	14	89	37	89	68	75	63	33
O=C(O)Cn1c(O)c(C2=c3cc(-c4ccccc4)ccc3=NC2=O)sc1=O	97	81	101	89	95	89	84	105
